# TDP-43 yeast inh: qHTS of TDP-43 Inhibitors. TDP-43 expressing yeast growth rescue, BacTiter-Glo, 24 h. Potency, µM (highest dose often 46.1 µM), for the others: at the highest dose growth rescue (activation), most hits filed as activators. 1.8% of 410,000 active. AID 652104, 2013; also: potency is read from the fitted curve at half-maximal effect; % of control where 0% means no effect; nearly all actives have a fitted effect of over 50% in size
#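 Galactose-induced TDP-43 yeast, OD600=0.02, compound pinned; 24 hr, 30 deg C; BacTiter-Glo luminescence for growth. Inhibitors of TDP-43 toxicity read as activators.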
# GLP-1R inv ag: qHTS of GLP-1 Receptor Inverse Agonists (Inhibition Mode) | HEK293 GLP-1R CRE-luciferase, luminescence, 24 h; GLP-1R form is constitutively active | Potency, µM (top dose mostly 38.3 µM), for the others: top-dose activity change, negative = inhibition, most hits filed as inhibitors | 1.6% of 410,000 active; also: potency is read from the fitted curve at half-maximal effect; % is scaled to controls: 0 for no effect and ±100 for the full control effect; nearly all actives have a fitted effect of over 55% in size
# Target sequence (P43220 whole entry, looked up): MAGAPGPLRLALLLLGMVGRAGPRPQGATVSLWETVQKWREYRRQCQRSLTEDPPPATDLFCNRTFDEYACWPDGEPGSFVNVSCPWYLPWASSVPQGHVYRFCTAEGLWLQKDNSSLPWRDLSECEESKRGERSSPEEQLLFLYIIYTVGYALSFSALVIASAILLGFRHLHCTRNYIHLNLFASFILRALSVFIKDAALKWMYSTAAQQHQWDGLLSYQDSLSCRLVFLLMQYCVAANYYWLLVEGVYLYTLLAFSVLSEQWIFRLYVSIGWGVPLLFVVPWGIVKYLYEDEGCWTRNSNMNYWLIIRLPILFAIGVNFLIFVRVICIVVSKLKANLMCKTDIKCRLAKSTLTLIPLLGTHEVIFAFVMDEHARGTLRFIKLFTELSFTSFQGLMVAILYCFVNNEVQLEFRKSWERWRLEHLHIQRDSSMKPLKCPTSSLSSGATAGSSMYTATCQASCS
#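 Stable HEK293 clone (constitutively active GLP-1R + cAMP-response luciferase); 200 cells/uL plated, 12 h pre-culture, compound 24 hr, 37 deg C/5% CO2; detection reagent 12 min RT; luminescence.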
# Mm-Cpn inhibitor: Inhibitors of TCP-1 ring complex (TRiC) of Methanococcus maripaludis (MmCpn): qHTS | Chaperonin Mm-Cpn (Methanococcus maripaludis) | 0.031% of 330,000 active | purified Mm-Cpn ATPase, ADP Transcreener TR-FRET | Potency, µM (highest dose often 76.9 µM), for inactives: at the top dose activity, negative = inhibition, usual class: inhibitors; also: potency is read from the fitted curve at half-maximal effect; % is scaled to controls: 0 for no effect and ±100 for the full control effect; nearly all actives have a fitted effect of over 80% in size
#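 25 nM Mm-CPN + cpd, 10 min 37°C; + 10 uM ATP, 30 min 37°C; buffer 30 mM Tris pH 7.4, 100 mM KCl, 5 mM MgCl2, 1 mM DTT; Transcreener ADP HTRF detection 30 min RT.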
# GLP1R cytotox: qHTS of GLP-1 Receptor Inverse Agonists: Cytotox Screen | HEK293 cAMP-luciferase reporter cells, luminescence, 24 h | Potency, µM (highest dose often 38.3 µM), inactives show at the top dose activity change, negative = inhibition, hits mostly inhibitors | 0.13% of 410,000 active | AID 624418, 2012;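 also: loss of luciferase light is scored as toxicity; potency is read from the fitted curve at half-maximal effect; % is scaled to controls: 0 for no effect and ±100 for the full control effect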
#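 Here, cytotoxicity is scored as loss of luminescence. The MLSMR collection was tested on cells seeded in medium containing 10% Nu serum, with a 24 hr compound exposure preceded by 12 hours of culture.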
# FUS yeast rescue: qHTS for Suppressors of FUS Proteinopathy: Primary screen using FUS-linked yeast assay. S. cerevisiae FUS-expressing, growth rescue, OD600, 24 h. Potency, µM (highest dose often 76.6 µM), without a hit: at the top dose growth rescue (activation), most hits filed as activators. 0.24% of 390,000 active;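 also: potency is read from the fitted curve at half-maximal effect; plate controls were DMSO vehicle for no effect and reference control for full effect; nearly all actives have a fitted effect of over 55% in size; some results filed as inactive show a strong effect at the top dose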
#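 Cultures pregrown in 2.5% raffinose medium are shifted to minimal medium containing 2% galactose to express toxic FUS. Compounds are tested at several concentrations. After 24hr at 30C, growth is quantified at 600 nm absorbance.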
# aSyn yeast inh: qHTS of alpha-syn Inhibitors; Potency, µM (titrated, usually from 46.1 µM), inactives show top-dose growth rescue (activation), actives largely listed as activators; Yeast expressing alpha-synuclein, growth rescue, BacTiter-Glo, 24 h; 0.14% of 370,000 active; AID 652106, 2013; also: potency is read from the fitted curve at half-maximal effect; % of control where 0% means no effect; nearly all actives have a fitted effect of over 65% in size
#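 Screening used galactose-induced yeast with toxic alpha-synuclein levels, exposed to compound for 24 hr at 30 deg C. Cell growth, read with BacTiter-Glo luminescence, gave the measured signal.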
# pAkt inh: HTS Assay for Inhibitors of Akt Phophorylation: Primary Screen | Neuro2A IGF-stimulated pAkt S473 HTRF, 20 min; active compounds read low | 0.32% of 360,000 active | activity change, % for hits at 50 µM | AID 651550, 2012; in the data active = activity change below about -80%; inconclusive = mostly about -51% to -80%; also: % is scaled to controls: 0 for no effect and ±100 for the full control effect
#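 Single-point screen (50 µM final compound) in Neuro2A cells stimulated 20 min with 6 nM IGF at 37 deg C. After lysis, Ser473-phosphorylated Akt read by HTRF (ex 330 nm, em 615/665 nm) as the 665/615 ratio.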
# PTHR1 ag: qHTS for PTHR1 Agonists: Primary Screen; Parathyroid hormone/parathyroid hormone-related peptide receptor (Homo sapiens), Q03431; HEK293 GP2 PTHR1 cells, GloSensor cAMP luminescence, 1 h; Potency, µM (highest dose often 115 µM), without a hit: at the highest dose activation, most hits filed as activators; 0.075% of 410,000 active; AID 743266, 2014; also: potency is read from the fitted curve at half-maximal effect; nearly all actives have a fitted effect of over 55% in size; some results filed as inactive show a strong effect at the top dose; inactives centre near -15; many of its hits are not listed in these tables
# Target sequence (Q03431 whole entry, looked up): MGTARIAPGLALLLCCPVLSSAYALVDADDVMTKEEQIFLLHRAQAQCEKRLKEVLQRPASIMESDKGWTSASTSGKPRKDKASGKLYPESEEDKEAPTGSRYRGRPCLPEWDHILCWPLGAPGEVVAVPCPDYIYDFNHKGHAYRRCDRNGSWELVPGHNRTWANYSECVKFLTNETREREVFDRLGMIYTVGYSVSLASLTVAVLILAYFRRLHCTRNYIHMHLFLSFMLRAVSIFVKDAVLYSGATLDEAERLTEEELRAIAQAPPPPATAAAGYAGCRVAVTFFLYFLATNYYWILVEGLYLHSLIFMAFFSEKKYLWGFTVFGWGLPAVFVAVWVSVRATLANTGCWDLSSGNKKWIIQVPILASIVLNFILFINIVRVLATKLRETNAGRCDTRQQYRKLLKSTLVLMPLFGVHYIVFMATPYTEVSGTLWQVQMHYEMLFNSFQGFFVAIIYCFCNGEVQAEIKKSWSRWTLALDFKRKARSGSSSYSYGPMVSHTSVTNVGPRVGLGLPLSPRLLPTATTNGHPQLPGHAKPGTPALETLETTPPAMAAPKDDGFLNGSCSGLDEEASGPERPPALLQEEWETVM
#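 HEK-293-derived GP2 cells expressing PTHR1 and a GloSensor cAMP reporter, 3,000/well, plated overnight, given luciferin plus IBMX (each 0.5 mM as added) for 1 h at 37 °C, then compound for 1 h at 37 °C. Luminescence was read after 15 min at room temperature.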
# Abeta rescue: qHTS for compounds that reverse cellular toxicity of Amyloid beta (A-beta) peptide in yeast: Primary Screen; yeast expressing A-beta42, growth rescue, OD600, 48 h; response scale: 0% DMSO, 100% iron-clioquinol control; Potency, µM (doses to about 46.1 µM), inactives show top-dose growth rescue, actives largely listed as activators; 0.063% of 410,000 active; also: potency is read from the fitted curve at half-maximal effect; nearly all actives have a fitted effect of over 55% in size
#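 Yeast growth medium received pinned compounds, then yeast cells expressing toxic A-beta were added; plates incubated at 30 C for 48 hr. Growth read as absorbance at 600 nm, normalized to DMSO and equimolar FeCl3 plus clioquinol controls.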
# The depositor's hits bear a star; i = inactive; ? = inconclusive; / = not tested or not shown; & = joins results of further samples; [ ] = remark or other dose. Unless noted, calls follow the shape of the dose curve; as a rule, active = well fitted curve in the direction sought with a large enough effect; inconclusive = small, poorly fitted or top-dose-only effect, or another doubt; inactive = no such curve, though single readings can be large; an effect the other way counts as inactive or inconclusive.
# Results follow in this order: TDP-43 yeast inh	GLP-1R inv ag	Mm-Cpn inhibitor	GLP1R cytotox	FUS yeast rescue	aSyn yeast inh	pAkt inh	PTHR1 ag	Abeta rescue
Cc1ccccc1NC(=O)c1cc(N)ccc1N1CCCCC1
  -18%	0%	2%	-8%	34%	-6%	/	-19%[57.5 µM]	-11%
CCN(CC1CCCO1)C(=O)CCc1nnc(CCc2ccccc2OC)o1 (stereo unspecified)
  16%	18%	0%	2%	/	2%	i	-21%	5%
O=C(CSc1ncn[nH]1)Nc1nc(-c2ccccc2)ns1
  -8%	7%	0%	4%	22%	-2%	i	i	0%
Cc1cccc(OCCC(=O)N(C)CC(=O)Nc2cccc3ccccc23)c1
  25%	?	-4%	5%	-3%	9%	i	-22%	-5%
COc1ccccc1C/C(N)=N/O
  17%	5%	0%	-4%	/	-3%	i	-17%	10%
CCCc1c(C(=O)N/N=C(\CC)c2ccccc2)nnn1-c1nonc1N
  -6%	7%	/	1%	-10%	-3%	i	-14%	-9%
N/C(=N\OC(=O)c1ccco1)c1ccc(Cl)cc1
  -7%[0.397 µM]	23%	-5%	-5%	-14%	-8%	i	-17%	-3%
COc1ccc(C2CCCN2C(=S)Nc2c(C)cccc2C)cc1OC (stereo unspecified)
  -4%	-17%	-2%	-10%	7%	1%	i	-8%	3%
Cc1ccc(COc2ccc(-c3nnco3)cc2)cc1
  ?	15%	-1%	-15%	-22%	7%	i	-16%	-8%
N#Cc1ccc(C(=O)N2CCN(c3ncccn3)CC2)cc1
  6%	61%[activator]	2%	-9%	15%	-1%	i	-18%	-8%
C=CCC1(O)C(=O)Nc2ccccc21 (stereo unspecified)
  5%	14%	0%	22%	-15%	2%	i	-24%[57.5 µM]	13%
c1ccc(CNc2nc(-c3cccnc3)nc3ccccc23)cc1
  21%	-27%	3%	-3%	-20%	-5%	i	-19%	4%
O=C(c1ccccn1)C1CCCN(Cc2nc(Cc3cccc(F)c3)no2)C1 (stereo unspecified)
  3%	?	2%	4%	19%	-1%	i	-21%	-9%
Cc1ccc(NC(=O)c2nc[nH]c2C(=O)NCCCCNC(=O)c2[nH]cnc2C(=O)Nc2ccc(C)cc2)cc1
  8%	12%	-2%	-7%	-16%	3%	i	i	8%
CCN(C(=O)CN1CCN(c2ccccc2F)CC1)c1c(N)n(Cc2ccccc2)c(=O)[nH]c1=O
  -13%	3%	-1%	6%	23%	0%	i	-21%	-10%
CN(C)c1ccc(/C=C/C=C2/SC(=S)N(c3ccccc3)C2=O)cc1
  -7%	-39%	1%	?	30%	-16%	i	i	-29%
O=C(NNC(=S)Nc1cccc(Cl)c1)c1ccccc1
  26%	27%	1%	-4%	1%	-5%	i	i	?
Cc1ccc(S(=O)(=O)CC(=O)Nc2c(C)n(C)n(-c3ccccc3)c2=O)cc1
  -3%	4%[0.307 µM]	2%	13%[0.307 µM]	9%	-8%	i	i	18%
CC(=O)Nc1cccc(Nc2cc(C)nn2C)c1
  25%	33%[activator]	/	-2%	-33%	-7%	i	-11%	-11%
COc1ccc(Cl)cc1S(=O)(=O)N1CCC(O)(c2ccc(Cl)cc2)CC1
  9%	-15%	1%	-37%	5%	-3%	i	-7%	-4%

# Molecules from the list above that contain two or more sulfur atoms (2):
# Results follow in this order: TDP-43 yeast inh	GLP-1R inv ag	Mm-Cpn inhibitor	GLP1R cytotox	FUS yeast rescue	aSyn yeast inh	pAkt inh	PTHR1 ag	Abeta rescue
O=C(CSc1ncn[nH]1)Nc1nc(-c2ccccc2)ns1
  -8%	7%	0%	4%	22%	-2%	i	i	0%
CN(C)c1ccc(/C=C/C=C2/SC(=S)N(c3ccccc3)C2=O)cc1
  -7%	-39%	1%	?	30%	-16%	i	i	-29%

# Remaining list, next part.
# Results follow in this order: TDP-43 yeast inh	GLP-1R inv ag	Mm-Cpn inhibitor	GLP1R cytotox	FUS yeast rescue	aSyn yeast inh	pAkt inh	PTHR1 ag	Abeta rescue
O=C(CC1C(=O)NCCN1Cc1ccc(-c2ccccc2)cc1)NCCc1ccccn1 (stereo unspecified)
  -3%[9.22 µM]	-13%	1%	0%	9%	8%	i	i	4%
Cc1cc(C(=O)CN2C(=O)NC(C)(CC(C)C)C2=O)c(C)n1-c1ccc2c(c1)OCO2 (stereo unspecified)
  -45%[inhibitor]	?	0%	-2%	?	2%	i	-31%[inhibitor]	-2%
COc1cccc(CN(C)C(=O)c2ccc(S(=O)(=O)Nc3cccc(C)c3C)cc2)c1OC
  14%	?	/	0%	26%	14%	i	-14%	12%
CC(=O)Nc1ccc(C2=NN(c3ccccc3)C(c3cccs3)C2)cc1 (stereo unspecified)
  -15%	5%	-5%	166%[activator]	13%	3%	i	-20%	-3%
CCOC(=O)C1(Cc2cccc(OC)c2)CCCN(C(=O)c2ccc(OC)o2)C1 (stereo unspecified)
  25%	13%	0%	12%	9%	8%	i	-32%	-8%
Cc1nn(C)c(C)c1NC(=O)CSc1nc(C2CC2)nc2c1cnn2-c1ccccc1
  6%	6%	-3%	-24%	-2%	-8%	i	-6%[57.5 µM]	3%
COc1ccc(C(=O)NC2CC(C)(C)NC(C)(C)C2)cc1S(=O)(=O)N1CCOCC1
  20%	8%	/	-2%	-4%	3%	i	i	-10%
C=CCN=C(CC)C1=C(O)CCCC1=O
  -2%	0%	-1%	7%	12%	-3%	i	-5%[57.5 µM]	7%
Cc1ccc(-c2nn3c(=O)cc(CN4CCN(C(=O)Nc5cc(Cl)ccc5C)CC4)nc3s2)cc1
  17%	15%	/	2%	4%	/	/	-5%	-11%
O=C1C=CC(=O)N1Cc1ccncc1
  10%	1%	/	-12%	/	-2%	i	-11%	5%
Cc1noc(-c2ccc(-c3noc(-c4cccc(F)c4)n3)cc2)n1
  9%	9%	/	-3%	0%	/	/	-1%	-22%
N#CC1(NC(=O)CSc2nnc(C3CC3)n2N)CCCCC1
  3%	12%	/	4%	4%	5%	i	-5%	-6%
Cc1nc(N2CCCC2)ncc1C(=O)NCc1cccc(Cl)c1
  14µM*	4%	/	-10%	-3%	/	/	i	-2%
C[C@H]1CN([C@@H](C)CO)C(=O)Cc2cc(NC(=O)CCC(F)(F)F)ccc2O[C@H]1CN(C)C(=O)Nc1ccc(F)cc1
  0%	12%	-2%	5%	14%	0%	i	-15%	4%
COCCn1c(Cc2ccccc2)nnc1SCC(=O)N(C)C
  0%	15%	1%	2%	1%	1%	i	i	-2%
CN1CCN(NC(=O)/C=C/c2ccc(C(C)(C)C)cc2)CC1
  -12%	-87%	-3%	6%	9%	-2%	i	i	-3%
COc1ccc(S(=O)(=O)N2CCCC(C(=O)NCCc3ccccc3)C2)cc1 (stereo unspecified)
  13%	-28%	0%	-1%	15%	6%	i	i	10%
CCn1c(=N)c(C(=O)NCCCOC)cc2c(=O)n3cccc(C)c3nc21
  -7%	-27%	-15%	i	-2%	2%	i	-22%[57.5 µM]	3%
CC(=O)c1ccc(NC(=O)c2sc3nc(C)c(C)c(C)c3c2N)cc1
  -17%	44%[activator]	1%	12%	17%	3%	i	i	-7%
Cc1ccc2c(c1)N(S(=O)(=O)c1ccc(CN3C(=O)c4cccnc4C3=O)s1)CCO2
  ?	78%[activator]	0%	0%	18%	?	i	-12%	-12%

# Remaining list, next part.
Compound | TDP-43 yeast inh | GLP-1R inv ag | Mm-Cpn inhibitor | GLP1R cytotox | FUS yeast rescue | aSyn yeast inh | pAkt inh | PTHR1 ag | Abeta rescue
CCOC(=O)c1c(NC(=O)/C=C/c2ccc(OCC)cc2)sc2c1CCC2 | -6% | 9% | / | 9% | -1% | / | / | i | -8%
CCN1CCSc2ccc(C(=O)NCc3ccc(OC(C)C)cc3)cc21 | 25%&14% | ? | -15% | -11%&0% | 9%&33% | 9% | i | -10%&-65% | -7%&-7%
COc1ccccc1OCCOCCn1cnc2ccccc2c1=O | -4% | 1% | 0% | 5% | 14% | 0% | i | -12%[57.5 µM] | 18%
Fc1ccccc1NC(=S)N(CCN1CCCCCC1)Cc1cccs1 | 14% | -2% | 3% | -8% | -2% | 5% | i | i | -10%

# 2 entries from above, as labelled records:
O=C(CSc1ncn[nH]1)Nc1nc(-c2ccccc2)ns1
  TDP-43 yeast inh = -8%	GLP-1R inv ag = 7%	Mm-Cpn inhibitor = 0%	GLP1R cytotox = 4%	FUS yeast rescue = 22%	aSyn yeast inh = -2%	pAkt inh = i	PTHR1 ag = i	Abeta rescue = 0%
Cc1cccc(OCCC(=O)N(C)CC(=O)Nc2cccc3ccccc23)c1
  TDP-43 yeast inh = 25%	GLP-1R inv ag = ?	Mm-Cpn inhibitor = -4%	GLP1R cytotox = 5%	FUS yeast rescue = -3%	aSyn yeast inh = 9%	pAkt inh = i	PTHR1 ag = -22%	Abeta rescue = -5%

# Screens: PubChem BioAssay, National Center for Advancing Translational Sciences (NCATS)

# These rows are one share of the data; rates above refer to the full screens.
